Screens (PubChem BioAssay)
LMNA splice mod: qHTS Assay for Modulators of Lamin A Splicing | 0.01% of 200,000 active | HeLa LMNA splicing GFP/RFP minigene ratio, 48 h | Potency, µM (highest dose often 46.1 µM), for the others: at the top dose ratio change, negative = inhibition, hits mostly inhibitors; active = well fitted inhibition curve with a large enough effect in the signal ratio, with a control signal flat, not every such curve was filed as active; inconclusive = small, poorly fitted or top-dose-only effect, or effect the other way, or a change in a side signal; the % refers to the signal ratio; note: % is set by controls: 0 for no effect and ±100 for the full control effect
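S3 HeLa cells stably expressing lamin A-EGFP splicing minigene plus DsRed2, 600 cells/well, 48 h compound exposure at 37C. Laser-scanning cytometry; analysed as GFP (500-530 nm)/RFP (575-640 nm) total intensity ratio; 0.5% DMSO vehicle.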
RECQ1 inh: qHTS Assay for Inhibitors of RecQ-Like Dna Helicase 1 (RECQ1); ATP-dependent DNA helicase Q1 (Homo sapiens), P46063; RECQ1 DNA unwinding, red fluorescence kinetic read; Potency, µM (series often up to 57.3 µM), for inactives: top-dose activity, negative = inhibition, most hits filed as inhibitors; 0.54% of 240,000 active; AID 2549, 2010;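 note: plate controls were vehicle for no effect and no enzyme for full effect; nearly all actives have a fitted effect of over 30% in size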
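50 nM RECQ1T1 preincubated 15 min with compound in Tris pH 8.0 buffer with MgCl2, DTT, Tween-20 and 2.5 ug/ml poly(dI-dC); started with 200 nM TAMRA/BHQ-2 forked duplex and 2 mM ATP. Unwinding read as fluorescence (525/598 nm), two reads 2 h apart.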
ALDH1A1 inh: qHTS Assay for Inhibitors of Aldehyde Dehydrogenase 1 (ALDH1A1). Potency, µM (highest dose often 75.3 µM), without a hit: at the highest dose activity, negative = inhibition, actives largely listed as inhibitors. Aldehyde dehydrogenase 1A1 (Homo sapiens), P00352. 7.3% of 220,000 active. Purified ALDH1A1, NADH fluorescence, propionaldehyde substrate. AID 1030, 2008; active = well fitted inhibition curve with a large enough effect, not every such curve was filed as active; inconclusive = small, poorly fitted or top-dose-only effect, or another doubt; inactive = no such curve, though single readings can be large or run the other way;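 note: plate controls were no enzyme wells and a reference inhibitor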
SMN2 splice enh: qHTS Assay for Enhancers of SMN2 Splice Variant Expression. HEK293 SMN2-luciferase splicing reporter, luminescence, 30-36 h. Potency, µM (titrated, usually from 46.1 µM), inactives show top-dose activity change, positive = activation, actives largely listed as activators. 2.8% of 210,000 active; note: % of control where 0% means no effect; nearly all actives have a fitted effect of over 55% in size
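HEK293 cells carry an SMN2 minigene-luciferase reporter in which exon 7 inclusion puts luciferase in frame. Cells were seeded at 2000 cells/well, attached for 10-12 hours, then exposed to compounds for 30-36 hours at 37C before ONE-Glo luminescence.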
JMJD2E inh: qHTS Assay for Inhibitors of Human Jumonji Domain Containing 2E (JMJD2E). 1.6% of 230,000 active. Potency, µM (series often up to 57.1 µM), inactives show top-dose activity change, negative = inhibition, usual class: inhibitors. Lysine-specific demethylase 4E (Homo sapiens), B2RXH2. JMJD2E catalytic domain, FDH-coupled NADH fluorescence (FDH is formaldehyde dehydrogenase); active = well fitted inhibition curve with a large enough effect, not every such curve was filed as active; inconclusive = small, poorly fitted or top-dose-only effect, or another doubt; inactive = no such curve, though single readings can be large or run the other way;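 note: 0% = wells with enzyme and -100% = buffer wells without enzyme; nearly all actives have a fitted effect of over 50% in size; many of its hits are not listed in these tables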
L3MBTL1 inh: qHTS Assay for the Inhibitors of L3MBTL1; Lethal(3)malignant brain tumor-like protein 1 (Homo sapiens), Q9Y468; AlphaScreen L3MBTL1–H3K9me1 peptide binding; Potency, µM (top dose mostly 57.1 µM), inactives show at the top dose activity, negative = inhibition, actives largely listed as inhibitors; 0.66% of 230,000 active; AID 485360, 2010; note: % is set by controls: 0 for no effect and ±100 for the full control effect; nearly all actives have a fitted effect of over 60% in size
Target sequence (Q9Y468 whole entry, looked up): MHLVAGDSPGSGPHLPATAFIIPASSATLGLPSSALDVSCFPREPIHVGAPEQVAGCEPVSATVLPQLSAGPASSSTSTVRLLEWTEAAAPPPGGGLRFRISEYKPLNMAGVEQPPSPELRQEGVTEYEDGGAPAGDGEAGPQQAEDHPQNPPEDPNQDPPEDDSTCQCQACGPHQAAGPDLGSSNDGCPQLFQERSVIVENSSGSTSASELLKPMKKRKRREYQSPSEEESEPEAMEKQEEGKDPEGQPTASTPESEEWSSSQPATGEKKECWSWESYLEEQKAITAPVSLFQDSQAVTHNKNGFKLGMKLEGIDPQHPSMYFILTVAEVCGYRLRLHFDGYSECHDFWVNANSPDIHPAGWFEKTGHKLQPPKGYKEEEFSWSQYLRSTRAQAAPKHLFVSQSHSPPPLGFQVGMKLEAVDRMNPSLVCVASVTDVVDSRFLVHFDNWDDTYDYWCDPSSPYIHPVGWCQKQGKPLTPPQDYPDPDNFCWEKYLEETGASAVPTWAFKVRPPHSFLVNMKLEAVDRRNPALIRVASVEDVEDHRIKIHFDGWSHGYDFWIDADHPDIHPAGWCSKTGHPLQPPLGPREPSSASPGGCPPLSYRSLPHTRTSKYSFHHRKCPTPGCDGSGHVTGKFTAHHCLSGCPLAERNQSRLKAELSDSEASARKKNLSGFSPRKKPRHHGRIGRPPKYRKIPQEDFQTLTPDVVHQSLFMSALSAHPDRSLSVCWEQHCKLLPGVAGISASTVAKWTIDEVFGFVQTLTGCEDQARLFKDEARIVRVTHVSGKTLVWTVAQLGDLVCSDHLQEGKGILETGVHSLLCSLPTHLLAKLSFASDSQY
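Read-out is AlphaScreen signal from streptavidin donor and nickel chelate acceptor beads (10 ug/mL final each) bridging L3MBTL1 (50 nM) and biotinylated K9-monomethylated H3(1-15) peptide (75 nM), after 30 min compound exposure at room temperature.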
Luc counter: Counterscreen for Luciferase (Kinase-Glo TM) Inhibition. Kinase-Glo luciferase, ATP luminescence, 8 min. 0.28% of 200,000 active. Luciferin 4-monooxygenase (Photuris pensylvanica), Q27757. Potency, µM (highest dose often 38.3 µM), inactives show at the highest dose activity change, negative = inhibition, usual class: inhibitors; note: % is set by controls: 0 for no effect and ±100 for the full control effect; nearly all actives have a fitted effect of over 60% in size
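Recombinant Kinase-Glo luciferase, 10 uM ATP (linear range), luciferin; imidazole pH 7.2 / KCl / MgCl2 / Tween / BSA buffer; 8 min RT; luminescence.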
Tau ThT inhib: qHTS for Inhibitors of Tau Fibril Formation, Thioflavin T Binding. Microtubule-associated protein tau (Homo sapiens), P10636. recombinant tau K18 P301L (four-repeat tau fragment), heparin-induced fibrillization, ThT fluorescence. Potency, µM (highest dose often 57.4 µM), for the others: top-dose activity, negative = inhibition, usual class: inhibitors. 2.1% of 270,000 active; note: % is set by controls: 0 for no effect and ±100 for the full control effect; nearly all actives have a fitted effect of over 55% in size
Target sequence (P10636 561-689 P618L limits assumed): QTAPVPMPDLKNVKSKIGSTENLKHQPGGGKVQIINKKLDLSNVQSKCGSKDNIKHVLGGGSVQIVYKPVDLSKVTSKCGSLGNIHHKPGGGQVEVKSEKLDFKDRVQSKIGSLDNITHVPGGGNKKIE
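Heparin-induced fibrillization of the P301L-mutant K18 repeat-domain fragment of human tau was followed by ThT binding in quantitative high-throughput format.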
Numbers without * were called inactive; i = inactive; ? = inconclusive; . = not tested or not shown; [ ] = remark or other dose. Unless noted, calls come from the whole dose curve; as a rule, active = well fitted curve in the direction sought with a large enough effect; inconclusive = small, poorly fitted or top-dose-only effect, or another doubt; inactive = no such curve, though single readings can be large; an effect the other way counts as inactive or inconclusive. Potency is the fitted concentration of half-maximal effect.

item	Structure	ALDH1A1 inh	L3MBTL1 inh	Tau ThT inhib	RECQ1 inh	JMJD2E inh	Luc counter	SMN2 splice enh	LMNA splice mod
1	Cc1nc([N+](=O)[O-])c(C(=O)O)n1C	4%	.	0%	-3%	-2%	-3%	-3%	14%[9.22 µM]
2	COc1cccc(Nc2nc(CC(C)=O)ns2)c1	4%	3%	-10%	-12%	2%	-1%	17%	4%
3	CCOc1ccc(S(=O)(=O)n2c(C)nc3ccccc32)cc1	-5%	19%	3%	0%	-3%	3%	-12%	-7%
4	CN(CC(=O)Nc1ccccc1Cl)C(=O)CSc1ncc(C(F)(F)F)cc1Cl	17%	7%	-7%	-8%	1%	.	.	-11%
5	COc1ccc(/C=N/NC(=O)CSc2ccccc2)cc1OC	?	1%	-13%	0%	-7%	-2%	22%	-6%
6	COc1ccc(C(=S)N2CCCC2)cc1	5%	?	1%	-1%	2%	5%	?	-5%
7	O=C(O)/C=C/C(=O)Nc1ccc(Oc2ncnc3cc(Cl)ccc23)nc1	.	4%	-10%	i	-21%	.	.	.
8	CN(c1ccccc1C(=O)N1CCCC1)S(C)(=O)=O	15%	-13%	-9%	i	-4%	-4%	-14%	-13%
9	Cc1ccc(C2=[N+]([O-])C(C)(C)CC2)cc1	5%	.	-6%	-1%	7%	5%	-16%	17%
10	COCCN1CCn2c(nc3cc(NC(=O)c4ccc(OC)cc4)ccc32)C1	?	.	?	8%	?	1%	3%	-12%
11	Cc1ccccc1C(C(=O)NC1CCCC1)N(C(=O)Cc1cccs1)c1ccc2c(c1)OCCO2 (stereo unspecified)	12%	-2%	-6%	-19%	2%	2%	-11%	0%
12	Cc1ccc(CNC(=O)C2CCCN(S(=O)(=O)c3c(C)noc3C)C2)cc1 (stereo unspecified)	11%	.	-1%	-1%	5%	-2%	-7%	-7%
13	Cc1ccc(CN2C(=O)CCC2C(=O)NC2CCCC2)cc1 (stereo unspecified)	3%	-2%	3%	-1%	11%	4%	-11%	9%
14	c1ccc2c(c1)[nH]c1c3ccccc3sc21	4%	4%	?	-14%	-10%	.	.	.
15	CN1CCN(S(=O)(=O)c2cccs2)CC1	3%	9%	3%	12%	6%	-1%	.	13%[46 µM]
16	Cc1cc(C)nc(SCCS(=O)(=O)Cc2ccc(Cl)cc2)n1	?	-6%	5%	-3%	6%	-3%	-17%	-15%
17	COc1ccc(C2C(C#N)=C(N)N3C(=C2C#N)Sc2ccccc23)cc1 (stereo unspecified)	-15%	-2%	?	-6%	?	-3%	16%	3%
18	Cc1ccc(-n2ncc(C(=O)Nc3cc(Cl)ccc3Cl)c2C2CCNCC2)cc1	5%	.	1%	i	-3%	-6%	-12%	?
19	COc1ccc(NC(=O)CC2C(=O)N(Cc3ccco3)C(=S)N2C(C)C)cc1 (stereo unspecified)	?	5%	4%	-2%	-8%	0%	15%	.
20	COc1ccc([C@H]2C(C#N)=C([S-])N[C@](C)(O)[C@@H]2[n+]2ccccc2)cc1	.	-5%	?	15%	-11%	.	.	.
21	C/C(=N\NC(=O)Nc1ccccc1)c1ccccc1	6%	10%	-15%	-5%	-6%	.	.	-14%
22	COc1ccc2[nH]c(C(=O)c3ccccc3)cc2c1	-8%	.	-14%	0%	1%	-2%	.	.
23	CC(C)CC(C)NC(=O)c1ccc(C(F)(F)F)cc1 (stereo unspecified)	.	10%	10%	-1%	-2%	.	.	.
24	CSCCC(=O)Nc1cc(S(=O)(=O)N2CCOCC2)ccc1N1CCN(C)CC1	2%	-5%	3%	-2%	0%	-2%	-1%	.
25	CCCC12CN3CC(C)(CN(C1)C3c1ccc([N+](=O)[O-])o1)C2=O (stereo unspecified)	14%	6%	-7%	-8%	3%	.	.	7%[46 µM]
26	O=c1c2ccccc2nnn1Cc1nnc(-c2ccccc2Br)o1	?	0%	-4%	i	2%	-1%	8%	-2%
27	COC(=O)c1ccc(CN(C(C)=O)c2ccccc2)o1	20µM*	-5%	5%	-1%	-4%	2%	4%	0%
28	CCN(C(=O)CSc1nnc(-c2ccncc2)n1-c1ccccc1)C1CCS(=O)(=O)C1 (stereo unspecified)	-12%	-16%	3%	?	?	-1%	2%	.
29	O=C(Cn1cncn1)N/N=C/c1cc([N+](=O)[O-])ccc1O	.	?	-16%	i	25µM*	.	.	.
30	COc1ccc(OC)c(NC(=O)CN2C(=O)c3ccccc3S2(=O)=O)c1	-14%	-5%	-11%	-6%	5%	0%	-16%	12%
31	COc1ccc(C(=O)CN2CCN(c3cc(C)nc4ccccc34)CC2)cc1	.	-10%	?	-7%	-27%	.	.	.
32	CCOC(=O)C1=C(CS(=O)(=O)c2ccc(F)c(C)c2)NC(=O)NC1c1ccc(O)c(O)c1 (stereo unspecified)	2%	-7%	-1%	-26%	14µM*	-1%	4%	-6%
33	COC(=O)C(NC(=O)c1ccccc1)=C1CCCCC1	-3%	-9%	-13%	-4%	0%	-8%	-16%	1%
34	COc1ccc(NC(=O)c2sc(=S)[nH]c2N)cc1	10µM*	-3%	?	-3%	-21%	-1%	?	10%
35	O=S(=O)(/C=C/c1ccccc1)Oc1ccccc1	-13%	.	-12%	-10%	2%	0%	-3%	?
36	O=C(NC(=S)NC1CCCCCC1)c1cncc(Br)c1	?	-2%	-10%	-4%	-3%	2%	16µM*	?
37	CCCCn1c(C(C)O)nc2ccccc21 (stereo unspecified)	-4%	-9%	-3%	i	0%	-8%	-47%[inhibitor]	9%
38	CCN(CC)CCCN=Cc1c(O)n(-c2ccc(C)cc2)c(=O)c2ccccc12	.	-12%	-5%	-3%	?	.	.	.
39	C#CCOCCOCCOCCNc1nc(N2CCN(C(=O)[C@H](CCC(=O)O)n3cc(C(N)Cc4ccc(O)cc4)nn3)CC2)nc(N2CCN(C(=O)[C@H](CCC(=O)O)n3cc(C(N)Cc4ccc(O)cc4)nn3)CC2)n1 (stereo partly specified)	10%	-15%	3%	-2%	4%	.	.	.
40	NC(=O)CNC(=O)C1CCCc2c1[nH]c1ccc(Cl)cc21 (stereo unspecified)	10%	-1%[11.4 µM]	-8%	5%	4%	-1%	-16%	-1%
41	CC(C)CCNC(=S)Nc1ccccn1	6.3µM*	1%	-7%	i	?	0%	4%	-3%
42	CC(=O)N(NC(=O)c1ccccc1Cl)C1CC(=O)N(c2ccc(C)cc2)C1=O (stereo unspecified)	4%	-2%	-9%	-13%	-1%	0%	4%	-4%
43	O=C(COC(=O)COc1ccccc1)Nc1ccc(OC(F)(F)F)cc1	4%	4%	-9%	-1%	-1%	-4%	21%	-4%
44	CC(=O)NNC(=O)c1sc(=S)n(C)c1C	.	3%	4%	i	-3%	.	.	.
45	CCCn1c(N)c(N2CCCCC2)c(=O)n(CC(=O)Nc2ccccc2C)c1=O	5%	.	-3%	i	1%	-1%	1%	16%
46	O=C(CSc1nnc(-c2ccccc2)n1Cc1ccccc1)N1CCOCC1	0%	6%	0%	3%	1%	1%	-14%	13%
47	O=C(Nc1ccccc1C(=O)NCc1cccnc1)c1ccco1	?	.	6%	-2%	14%	0%	-8%	-2%
48	CC(=O)c1c(N2CCCC2)[nH]c(-c2ccccc2)nc1=S	?	.	-19%	-9%	1%	-2%	-23%	0%
49	CC(=O)Nc1cc(S(=O)(=O)Nc2ccccc2)c(C)cc1C	5%	-2%	0%	-7%	-3%	-5%	-21%	7%
50	CC(C)CC(=O)N1CCN(C(=O)c2cccc(F)c2)CC1	-9%	-4%	-1%	-2%	1%	-1%	-12%	-4%
51	CCCCN(C)CCC(=O)Nc1ccc2c(c1)CCC2	14%	3%	-2%	-12%	1%	-4%	.	?

2 compounds drawn at random from those above, as already listed:
item	Structure	ALDH1A1 inh	L3MBTL1 inh	Tau ThT inhib	RECQ1 inh	JMJD2E inh	Luc counter	SMN2 splice enh	LMNA splice mod
46	O=C(CSc1nnc(-c2ccccc2)n1Cc1ccccc1)N1CCOCC1	0%	6%	0%	3%	1%	1%	-14%	13%
37	CCCCn1c(C(C)O)nc2ccccc21 (stereo unspecified)	-4%	-9%	-3%	i	0%	-8%	-47%[inhibitor]	9%

In the list so far, these have an NH in an aromatic ring:
item	Structure	ALDH1A1 inh	L3MBTL1 inh	Tau ThT inhib	RECQ1 inh	JMJD2E inh	Luc counter	SMN2 splice enh	LMNA splice mod
14	c1ccc2c(c1)[nH]c1c3ccccc3sc21	4%	4%	?	-14%	-10%	.	.	.
22	COc1ccc2[nH]c(C(=O)c3ccccc3)cc2c1	-8%	.	-14%	0%	1%	-2%	.	.
34	COc1ccc(NC(=O)c2sc(=S)[nH]c2N)cc1	10µM*	-3%	?	-3%	-21%	-1%	?	10%
40	NC(=O)CNC(=O)C1CCCc2c1[nH]c1ccc(Cl)cc21 (stereo unspecified)	10%	-1%[11.4 µM]	-8%	5%	4%	-1%	-16%	-1%
48	CC(=O)c1c(N2CCCC2)[nH]c(-c2ccccc2)nc1=S	?	.	-19%	-9%	1%	-2%	-23%	0%

The list is partial, so the mix of outcomes need not match the whole.
